TDP1 inh: qHTS Assay for Inhibitors of Tyrosyl-DNA Phosphodiesterase (TDP1). Tyrosyl-DNA phosphodiesterase 1 (Homo sapiens), Q9NUW8. recombinant TDP1, AlphaScreen DNA substrate cleavage. Potency, µM (titrated, usually from 130 µM), inactives show at the top dose activity change, negative = inhibition, usual class: inhibitors. 350,000 compounds, 0.28% hits; note: nearly all actives have a fitted effect of over 40% in size
Target sequence (Q9NUW8 whole entry, looked up): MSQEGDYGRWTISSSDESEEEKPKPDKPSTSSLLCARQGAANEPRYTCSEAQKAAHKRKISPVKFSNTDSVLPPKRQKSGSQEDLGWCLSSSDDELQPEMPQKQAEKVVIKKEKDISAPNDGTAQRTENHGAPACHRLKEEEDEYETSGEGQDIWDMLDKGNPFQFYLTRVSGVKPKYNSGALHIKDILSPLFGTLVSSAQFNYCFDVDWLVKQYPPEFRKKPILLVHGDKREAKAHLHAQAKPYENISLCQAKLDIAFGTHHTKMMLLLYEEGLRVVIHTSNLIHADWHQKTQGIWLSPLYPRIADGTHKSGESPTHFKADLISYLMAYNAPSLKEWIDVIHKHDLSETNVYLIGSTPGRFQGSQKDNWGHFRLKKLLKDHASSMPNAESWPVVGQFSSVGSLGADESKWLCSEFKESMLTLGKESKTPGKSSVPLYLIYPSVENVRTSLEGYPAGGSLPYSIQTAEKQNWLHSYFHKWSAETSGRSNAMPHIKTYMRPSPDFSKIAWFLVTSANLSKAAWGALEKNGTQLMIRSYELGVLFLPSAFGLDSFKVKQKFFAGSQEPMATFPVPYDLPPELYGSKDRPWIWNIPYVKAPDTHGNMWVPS
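Recombinant E. coli-expressed Tdp1 (1 nM) preincubated with compound 15 min at RT, then 5'-biotin/3'-phosphotyrosine-FITC DNA substrate (15 nM) added for 5 min. AlphaScreen beads (10 ug/ml) added, 10 min RT; tyrosine-FITC cleavage read as signal loss.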
DT40 TDP1 CPT: qHTS for Inhibitors of human tyrosyl-DNA phosphodiesterase 1 (TDP1): qHTS in cells in presence of CPT. chicken DT40 Tdp1-/-;hTDP1 cells + 20 nM CPT, ATP luminescence, 48 h. Potency, µM (titrated, usually from 46.2 µM), for inactives: at the top dose activity change, negative = growth inhibition, most hits filed as inhibitors. 420,000 compounds, 12% hits. AID 686979, 2013; note: nearly all actives have a fitted effect of over 55% in size
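Chicken DT40 Tdp1-/- cells stably complemented with human TDP1 were seeded at 400 cells/well in medium containing 20 nM camptothecin, exposed to pin-transferred compounds, and grown at 37 °C for at least 48 hr. Viability was read as ATP luminescence.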
TDP1 cell noCPT: qHTS for Inhibitors of human tyrosyl-DNA phosphodiesterase 1 (TDP1): qHTS in cells in absence of CPT | DT40 Tdp1-/- hTDP1 cells, no CPT, ATP luminescence, 48 h | Potency, µM (top dose mostly 46.2 µM), for inactives: at the top dose activity change, negative = growth inhibition, hits mostly inhibitors | AID 686978, 2013 | 420,000 compounds, 15% hits; note: nearly all actives have a fitted effect of over 55% in size
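Cells were dispensed at 400 per well, compounds added by pin tool, plates incubated ≥48 hr at 37 °C, then CellTiter-Glo added for 30 min at room temperature before luminescence reading. Line: DT40 Tdp1-/- complemented with hTDP1; camptothecin omitted.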
* = called active by the depositor; ? = inconclusive; · = not tested or not shown; & = joins results of further samples; ! = repeats disagree; [ ] = remark or other dose. Calls come from the whole dose curve; as a rule, active = well fitted curve in the direction sought with a large enough effect; inconclusive = small, poorly fitted or top-dose-only effect, or another doubt; inactive = no such curve, though single readings can be large; an effect the other way counts as inactive or inconclusive. % is set by controls: 0 for no effect and ±100 for the full control effect; potency is the fitted concentration of half-maximal effect.

The opening 2 compounds (preview)
SMILES | TDP1 inh | DT40 TDP1 CPT | TDP1 cell noCPT
COc1cc(C)nc(NS(=O)(=O)c2ccc(C)cc2)n1 | -1% | -3% | -13%
Cc1ccc(S(=O)(=O)N(C)c2ccccc2C(=O)NC2CCCC2)cc1 | 0% | -29% | ?

Results, previewed entries included:
SMILES | TDP1 inh | DT40 TDP1 CPT | TDP1 cell noCPT
COc1cc(C)nc(NS(=O)(=O)c2ccc(C)cc2)n1 | -1% | -3% | -13%
Cc1ccc(S(=O)(=O)N(C)c2ccccc2C(=O)NC2CCCC2)cc1 | 0% | -29% | ?
COc1ccc2c(c1)c(CC(=O)O)c(C)n2C(=O)c1ccc(Cl)cc1 | 5% | ? | ?
CCc1ccccc1NC(=O)Cn1c(=O)n(-c2ccc(C)cc2)c(=O)c2c1c1cc(C)ccc1n2C | 10% | -4% | -1%
CN1c2ccccc2-c2nc3ccccc3n2C1c1ccncc1 (configuration not stated) | -1% | -21% | ?
COc1ccc(OCC(=O)Nc2cc(-c3nn4c(C)nnc4s3)ccc2C)cc1 | 0% | -4% | 0%
Cc1ccccc1C(=O)N1CCC(C(=O)Nc2ccc(S(=O)(=O)N3CCOCC3)cc2)CC1 | 1% | ? | ?
CC1CCN(C(=O)CSc2nnc(-c3cccs3)o2)CC1 | 14% | -8% | -7%
Cc1ccc(S(=O)(=O)N2CCC(C)CC2)cc1C(=O)NCCN1CCOCC1 | 4% | 8% | 3%
COc1cc2c3c(c1OC)C1(C=CC(=O)C=C1)CC3N(C(=O)c1ccccc1)CC2 (configuration not stated) | 6% | -9% | -5%
CN(Cc1ccc(OC(F)F)cc1)C(=O)c1ccc2nccnc2c1 | -6% | -18% | -4%
CCOc1ccc(NC(=O)c2ccc(OCC3CCCO3)cc2)cc1S(=O)(=O)N(CC)CC (configuration not stated) | 0% | -24% | ?
COc1ccccc1N(CC(=O)NCCSCc1ccccc1)S(=O)(=O)c1ccc(C)cc1 | · | 9.2µM* | 12µM*
CC(=O)Nc1ccc(SC[C@H](Cc2ccccc2)N2CC[C@@H](N)CCC2=O)cc1 | · | -25% | 0.13µM*
Cc1cc(C(=O)N/N=C/C=C/c2ccccc2)n[nH]1 | 3% | -5% | -9%
COCC(=O)Nc1cc(C(=O)N2CCCCC2c2nccs2)c2c(c1)nc(-c1ccncc1)n2C (configuration not stated) | · | -5% | -6%
Cc1cc(C)nc(-n2nc(C)cc2NC(=O)c2cccc(S(=O)(=O)N3CCOCC3)c2)n1 | 3% | ? | 21µM*
O=C(Cc1cn(Cc2cccc(Cl)c2)c2ccccc12)N1CCCC1 | -3% | ? | ?
CCOC(=O)c1c(C)[nH]c(C(=O)Cn2c(=O)oc3ccccc32)c1C | 3% | -1% | -20%
Cc1ccc(C(C(=O)NCc2ccc(F)cc2)N(C(=O)c2csnn2)C2CC2)cc1 (configuration not stated) | 0%[0.0935 µM] | -20% | -25%
CCNC(=S)NNC(=O)Nc1ccccc1 | 6% | -10% | -5%
COc1ccc(OC)c([N+](=O)[O-])c1C(N)=O | · | 6% | 6%
CS(=O)(=O)N1CCC(C(=O)Nc2cc(C(F)(F)F)ccc2Cl)CC1 | 4% | -3% | 1%
C#CCOC(=O)C[N+](C)(C)CC#Cc1ccccc1 | 0% | 2% | 8%
O=C(CSc1n[nH]c(-c2ccccc2Cl)n1)NCCCc1ccccc1 | 8% | -14% | ?
New compounds follow.
SMILES | TDP1 inh | DT40 TDP1 CPT | TDP1 cell noCPT
COc1ccc(N2CCN(C(=O)CCC(=O)N3CCOc4ccc(Cl)cc43)CC2)cc1 | · | ? | ?
COc1ccc(-c2ccc(-c3nnc(Cc4ccc(OC)c(OC)c4)o3)cc2)cc1 | 10% | -13% | 1%
CCN1CCCC1CNC(=O)c1cc(OC)c(OC)c(OC)c1 (configuration not stated) | 5% | -24% | 2%
COc1ccc(Cl)cc1NC(=O)Nc1cccc([N+](=O)[O-])c1C | 5% | ? | 23µM*
CC(=O)N1CCC2(CC1)CN(c1ccccn1)C2 | · | -21% | ?
O=C(C1CCCO1)N1CCN(c2ccc(F)cc2)CC1 (configuration not stated) | -2% | -2% | -17%
CCCC/C=C/c1cccc2nncn12 | · | -26% | ?
COc1ccc(CCNC(=O)c2nnc(CS(=O)(=O)c3ccccc3)o2)cc1OC | · | -34% | ?
Cc1ccc(NC(=O)COc2ccc(Cl)cc2Cl)cc1S(=O)(=O)N1CCOCC1 | -4% | ? | ?
O=C(c1[nH]c(C(F)(F)F)nc1-c1ccccc1)N1CCN(c2ncccc2C(F)(F)F)CC1 | · | ? | ?
CC(=O)c1ccc(S(=O)(=O)Nc2ccc(C(=O)NCCCn3ccnc3)cc2)cc1 | 2% | 2% | 11%
c1ccc(-n2cc(CNCCc3cscn3)c(-c3ccc4c(c3)OCO4)n2)cc1 | -1% | ? | 23µM*
O=C(Nc1c2c(nn1-c1cccc(Cl)c1)CS(=O)C2)c1ccc2c(c1)OCO2 (configuration not stated) | 3% | 3% | -6%
COc1cccc(-c2nn(-c3ccccc3)cc2C(=O)NCC(=O)O)c1 | 1% | 2% | -4%
Cc1nn(-c2ccc(Cl)c(Cl)c2)c(C)c1C(=O)O | 2% | -2% | -15%
CC(=O)NC(CC(=O)Oc1ccc(C)cc1Br)c1ccccc1 (configuration not stated) | 2% | 17% | 8%
Cc1cccc(-n2c(O)c(C=Nc3ccccc3N)c(=O)[nH]c2=O)c1 | 13% | -23% | -7%
CC[C@@]1(C(=O)OC)N[C@H](CN(C)S(=O)(=O)c2ccccc2)[C@@H]2C(=O)N(C)C(=O)[C@@H]21 | 1% | -1% | -10%
O=C(CN(C(=O)c1csnn1)c1ccc(Cl)cc1)NCCc1ccccc1 | 9% | 5% | -1%
C=CCCN(C(CC(C)C)C(=O)OC)S(=O)(=O)c1ccccc1Br (configuration not stated) | -11% | ? | ?
O=C(NCc1ccc(F)cc1)c1cc(C(=O)C2CC2)c[nH]1 | 1% | ? | -13%
CCOC(=O)CC1C(=O)NCCN1C(=O)c1ccc(C)cc1 (configuration not stated) | · | -4% | -2%
N#Cc1ccc(C(=O)Nc2cc(C3CC3)nn2-c2ccccc2)cc1 | 4% | -17% | -28%
COCCNC(=O)C1CCCN(C(=O)c2oc3ccccc3c2C)CC1 (configuration not stated) | · | -1% | -7%
CCCOC(=O)c1ccc(NC(=O)c2ccc(Br)o2)cc1 | -3% | ? | ?
New compounds follow
SMILES | TDP1 inh | DT40 TDP1 CPT | TDP1 cell noCPT
NC(=O)C1CCN(c2ccc3c(c2)S(=O)(=O)c2ccccc2C3=O)CC1 | · | ? | -3%
C/C(=N/NC(=O)CNC(=O)c1cccnc1)c1ccc(Cl)cc1 | · | -10% | 16%
COC(=O)Nc1ccc(S(=O)(=O)Nc2cc(OC)nc(OC)n2)cc1 | 5% | 3% | -11%
Cc1ccccc1-c1csc(C(O)c2ccccc2)n1 (configuration not stated) | · | -20% | 0%
O=C(CSc1ccc(Br)cc1)NCC(c1ccco1)N1CCCCC1 (configuration not stated) | · | ? | ?
O=c1[nH]cnc2c1ncn2C1OC(CO)C(O)C1O (configuration not stated) | 6% | 0.58µM*! | 0.82µM*!
CC(C)[C@H](NC(=O)c1ccc(Cl)c([N+](=O)[O-])c1)C(=O)NCc1ccc(F)cc1 | 5% | -29% | -14%
O=C(COc1nc2ccccc2nc1N1CCOCC1)NC1CCCCC1 | 5% | -2% | 6%
Cn1c(=O)c2c(nc(/C=C/c3cccc(Cl)c3)n2C)n(C)c1=O | -7%[56.1 µM] | 0%&9% | -2%&-15%
Cc1nc2cc(NC(=O)NCc3ccc4c(c3)OCO4)ccc2o1 | 0% | -5% | -11%
CCC1Oc2ccccc2N(CC(=O)NCCCN2CCN(c3ccc(OC)cc3)CC2)C1=O (configuration not stated) | 6% | -5% | -12%
COC(=O)c1ccc(CSc2nc3ccccc3c(=O)n2C)o1 | 10% | 15µM* | ?
CCOC(=O)c1ccc(NC(=O)NS(=O)(=O)c2ccc(C)cc2)cc1 | 0% | 3% | -7%
COc1ccccc1OCc1cc(C(=O)N(C)CCC2CCOCC2)no1 | · | -15% | -28%
O=C(COC(=O)c1ccc(Cl)c(S(=O)(=O)N2CCCCC2)c1)NCCc1ccccc1 | -7% | 6% | -8%
CSc1nn(Cc2ccc(F)cc2)c(N)c1S(=O)(=O)c1ccc(Cl)cc1 | 3% | ? | 16µM*
S=C(NCCCN1CCOCC1)N1CCN(c2cccc(Cl)c2)CC1 | · | ? | 18µM*
Cc1ccc(Cc2c(C)c(C#N)c3[nH]c4ccccc4n3c2=O)cc1 | -1% | ? | 23µM*
CC(C)c1nc2sc3c(SCC(=O)NCc4ccco4)ncnc3c2c2c1CCC2 | -10% | ? | 16µM*
CSc1ccc(S(=O)(=O)N2CC(=O)Nc3ccccc32)cc1 | -8% | 0% | 13%
CCOC(=O)Cn1cc(C(=O)C2CC2)c2ccccc21 | 6% | -2% | 0%
CCOC(=O)C(/C=N/c1cc(C)nn1-c1ccccc1)=C(\C)O | 4% | -10% | -21%
Cc1cc2c(cc(C(=O)NCc3cccnc3)n2Cc2ccc(Cl)cc2)o1 | 11% | -29% | -4%
Cc1ccc(C)c(N=Cc2cc3c(cc2[N+](=O)[O-])OCO3)c1 | 5% | ? | ?
O=C(CCNC(=O)c1ccccc1Cl)Nc1ccncc1 | 2% | 22% | 25%
(more compounds)
SMILES | TDP1 inh | DT40 TDP1 CPT | TDP1 cell noCPT
O=S(=O)(Nc1ccccc1N1CCOCC1)c1ccc(Cl)cc1 | 0% | ? | -14%
O=C(CCN1C(=O)S/C(=C/c2ccc(Cl)cc2)C1=O)N1CCOCC1 | 0% | 12µM* | 16µM*
O=C(Nc1ccccc1)OCCOc1ccc(Cl)cc1Cl | · | ? | -6%
O=C1NC[C@H](c2ccccc2)OC(=O)[C@@H](Cc2ccc(F)cc2)C/C=C\C[C@H]1CC(=O)N(CCO)Cc1ccccc1 | 2% | 8.2µM* | ?
CCc1cc[n+](-c2nc3ccccc3nc2[N-]S(=O)(=O)c2ccc(Br)s2)cc1 | 5% | ? | -3%
Cc1ccc(-n2c(C)n[nH]c2=S)cc1C | -1% | 3% | 0%
CC(OC(=O)c1cc2sccc2n1C)C(=O)NC(C)(C)C (configuration not stated) | 2% | -19% | ?
O=C(Nc1ccc(OC(F)(F)F)cc1)C1CCCN(S(=O)(=O)c2cccnc2)C1 (configuration not stated) | -4% | 18µM* | 13µM*
O=C(c1cnc2n(c1=O)CCS2)N1CCc2ccccc21 | -8% | -24% | 9%
Nc1ccccc1Nc1cccc(C(F)(F)F)c1 | 6% | 9% | ?
CN(CCC(=O)Nc1cc(S(=O)(=O)N(C)C)ccc1Cl)CC(=O)Nc1ccc(F)cc1 | 7% | 5% | -30%
COc1ccc(C2C3C(C)=NN=C3CC(C)(O)C2C(C)=O)cc1 (configuration not stated) | 8% | -13% | 4%
O=C(Nc1ccc(Cl)cc1C(=O)N1CCCC1)c1cccc([N+](=O)[O-])c1 | 5% | -16% | -15%
CCNC(=O)C1(C)CCCN1C(=O)c1ccc(N(C)C)cc1 (configuration not stated) | · | -2% | -3%
COc1ccc(NC(=O)Cc2nnc(SCC(=O)Nc3ccc(F)cc3)n2C)cc1 | 4% | -15% | -3%
CC1CN(c2ccc(C(F)(F)F)cc2[N+](=O)[O-])CCN1S(C)(=O)=O (configuration not stated) | 5% | ? | ?
CCCn1c(SCC(=O)c2ccc(CC)cc2)n[nH]c1=O | 5% | ? | ?
CCCNC(=S)Nc1ccc(F)cc1F | 4% | -1% | ?
O=C(NS(=O)(=O)Nc1ccc(Br)cn1)c1c[nH]c2ccccc12 | 9% | -3% | 8%

Arranged by length of the SMILES (smallest number first): seven of the compounds above
SMILES | TDP1 inh | DT40 TDP1 CPT | TDP1 cell noCPT
CCCNC(=S)Nc1ccc(F)cc1F | 4% | -1% | ?
O=C(c1cnc2n(c1=O)CCS2)N1CCc2ccccc21 | -8% | -24% | 9%
CCNC(=O)C1(C)CCCN1C(=O)c1ccc(N(C)C)cc1 (configuration not stated) | · | -2% | -3%
COc1ccc(C2C3C(C)=NN=C3CC(C)(O)C2C(C)=O)cc1 (configuration not stated) | 8% | -13% | 4%
O=C(CCN1C(=O)S/C(=C/c2ccc(Cl)cc2)C1=O)N1CCOCC1 | 0% | 12µM* | 16µM*
CN(CCC(=O)Nc1cc(S(=O)(=O)N(C)C)ccc1Cl)CC(=O)Nc1ccc(F)cc1 | 7% | 5% | -30%
O=C1NC[C@H](c2ccccc2)OC(=O)[C@@H](Cc2ccc(F)cc2)C/C=C\C[C@H]1CC(=O)N(CCO)Cc1ccccc1 | 2% | 8.2µM* | ?
